Bioassay records (PubChem BioAssay)
TCR activator – activates T cell receptor signaling; 330,000 tested, under 10 active; primary human leukocytes, anti-CD3, IL-2 HTRF, 48 h; Potency, µM (series often up to 9.22 µM), for inactives: at the top dose activation of IL-2 secretion, most hits filed as activators; AID 504894; also: % of control where 0% means no effect
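IL-2 release read by HTRF sandwich (Eu cryptate donor, d2 acceptor, 665 nm emission) after 48 hr exposure of primary human leukocytes to compound together with anti-CD3 beads in the absence of co-stimulatory signals.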
B2AR arrestin – recruits beta-arrestin to the human beta2-adrenergic receptor; P07550; Potency, µM (doses to about 46.1 µM), for the others: at the top dose activation, most hits filed as activators; AID 492947; beta-arrestin recruitment to beta2AR, cell-based reporter; 330,000 compounds, 0.02% hits;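 also: potency is read from the fitted curve at half-maximal effect; 0% = DMSO controls and full agonism = EC100 isoproterenol or metaproterenol; nearly all actives have a fitted effect of over 65% in size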
Target sequence (P07550 whole entry, looked up): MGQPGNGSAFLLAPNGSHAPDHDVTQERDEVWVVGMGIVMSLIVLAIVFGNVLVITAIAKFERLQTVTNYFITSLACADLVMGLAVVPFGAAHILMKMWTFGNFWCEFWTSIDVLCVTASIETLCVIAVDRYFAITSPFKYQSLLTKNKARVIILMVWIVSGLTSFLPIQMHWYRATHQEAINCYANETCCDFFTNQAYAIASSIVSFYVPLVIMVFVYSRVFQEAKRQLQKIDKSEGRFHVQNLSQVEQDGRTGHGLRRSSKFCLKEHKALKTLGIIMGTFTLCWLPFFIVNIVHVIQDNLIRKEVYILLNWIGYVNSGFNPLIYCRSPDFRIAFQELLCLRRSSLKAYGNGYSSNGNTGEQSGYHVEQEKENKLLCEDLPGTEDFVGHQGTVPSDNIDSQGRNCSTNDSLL
TRPV1 agonist – human TRPV1 agonism; Q8NER1; TRPV1-expressing cells, Fluo-8 calcium influx, agonist mode; activation, % at 8.33 µM; 320,000 compounds, 0.19% hits; AID 540275; in the data active = activation above about 80%; inconclusive = between about 30% and that limit; also: 0% is about no effect
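Fluo-8 calcium influx in TRPV1-expressing cells, kinetic read (ex 480/em 520 nm). Compound added and read 3 min for agonist activity, followed by capsaicin at EC20 final and 2 min further read for enhancement.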
A-T KAP1 phos – potential ataxia-telangiectasia treatments restoring KAP-1 phosphorylation. Potency, µM (top dose mostly 57.5 µM), for the others: top-dose activation, usual class: activators. […] A-T fibroblasts, KAP-1 phosphorylation AlphaLISA; neocarzinostatin DNA damage 30 min before lysis. 320,000 compounds, 0.19% hits; also: potency is read from the fitted curve at half-maximal effect; % of control where 0% means no effect; nearly all actives have a fitted effect of over 45% in size
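ATM-like activity read as KAP-1 phosphorylation via AlphaLISA donor/acceptor antibody pairs after lysis and 6 hr at 25C. Cells were ATM-null patient fibroblasts ([…], hTERT), dosed 60 min, then exposed to the DSB inducer NCS for 30 min.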
p53 reactivation – re-activators of mutant p53; H1299 p53-A138V BP100-luciferase reporter, luminescence, 24 h; Potency, µM (doses to about 92.2 µM), inactives show at the highest dose activity change, positive = activation, usual class: activators; 320,000 compounds, 0.063% hits; AID 504706; also: potency is read from the fitted curve at half-maximal effect; % of control where 0% means no effect; nearly all actives have a fitted effect of over 45% in size
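p53-null H1299 cells stably carrying temperature-sensitive p53-A138V and a BP100-luciferase reporter were pinned with compounds (4-point, 1:5 series) and held 24 hrs at 37 deg C. Luminescence was read 10 min after detection reagent.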
ELG1 repair inh – ELG1-dependent DNA repair inhibition | 330,000 compounds, 2.3% hits | HEK293T ELG1-luciferase reporter, luminescence, 16 h; DNA damage induced by 5-fluorouridine | Potency, µM (highest dose often 46.1 µM), for the others: at the highest dose activity change, negative = inhibition, actives largely listed as inhibitors; also: potency is read from the fitted curve at half-maximal effect; % is scaled to controls: 0 for no effect and ±100 for the full control effect; nearly all actives have a fitted effect of over 55% in size
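HEK293T cells expressing luciferase-tagged ELG1 (2,000/well) received 5-Fluorouridine plus compound or DMSO for 16 hr at 37 °C. Luciferase was read by ONE-Glo luminescence after 30 min at room temperature.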
PTAP TSG101 blk – blocks PTAP/TSG101 interaction to inhibit HIV-1 budding. Q99816. Fluorescence polarization, FITC-PTAP peptide / Tsg101 binding. Potency, µM (doses to about 115 µM), for inactives: at the highest dose activity change, negative = inhibition, hits mostly inhibitors. 340,000 tested, under 10 active. AID 493005; active = well fitted inhibition curve with a large enough effect in the main read-out, with a control signal flat, not every such curve was filed as active; inconclusive = small, poorly fitted or top-dose-only effect, or effect the other way, or a change in a side signal; inactive = no such curve, though single readings can be large or run the other way; also: potency is read from the fitted curve at half-maximal effect; % of control where 0% means no effect
Target sequence (Q99816 whole entry, looked up): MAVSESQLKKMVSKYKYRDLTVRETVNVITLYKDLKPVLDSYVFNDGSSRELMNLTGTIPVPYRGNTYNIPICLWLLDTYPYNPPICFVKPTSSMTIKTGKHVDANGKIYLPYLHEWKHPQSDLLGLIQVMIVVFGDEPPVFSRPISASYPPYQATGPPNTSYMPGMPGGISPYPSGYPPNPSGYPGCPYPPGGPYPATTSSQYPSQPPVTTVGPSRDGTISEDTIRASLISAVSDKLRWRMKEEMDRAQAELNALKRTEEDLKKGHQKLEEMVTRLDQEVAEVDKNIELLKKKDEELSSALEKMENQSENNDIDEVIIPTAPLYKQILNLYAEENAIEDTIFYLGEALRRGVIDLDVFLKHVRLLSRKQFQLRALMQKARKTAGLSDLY
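Steps: Tsg101 binding domain dispensed (10 uM final), compounds pinned in DMSO, FITC-labeled PTAP-motif peptide added (50 nM final); after 20 min binding at room temperature, polarization measured.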
a7 integrin act – activators of alpha7 integrin expression for muscular dystrophy. alpha7betagal myoblasts, beta-gal FDG fluorescence, 48 h. Potency, µM (highest dose often 38.3 µM), without a hit: top-dose activation, usual class: activators. 350,000 compounds, 0.064% hits. AID 624291;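 also: potency is read from the fitted curve at half-maximal effect; 100% = response of the positive control SU9516; nearly all actives have a fitted effect of over 60% in size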
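Alpha7betagal+/- myoblasts (passage 13) were plated 16-24 hr, then exposed to compounds (1:260 dilution of DMSO stock) for 48 hours at 37C. After MPER lysis, β-galactosidase reporter activity was read as FDG fluorescence (ex 480/em 540) after 30 minutes.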
BRCA1 expr act – increases BRCA1 expression; MCF7-BRCA1-FFLuc reporter, luminescence, 48 h; response scale: scaled: vehicle 0%, 10 µM genistein 100%; Potency, µM (top dose mostly 46.1 µM), inactives show top-dose activation, usual class: activators; 380,000 compounds, 1.1% hits; AID 624202; also: potency is read from the fitted curve at half-maximal effect; nearly all actives have a fitted effect of over 80% in size; some results filed as inactive show a strong effect at the top dose
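MCF7 cells carrying a BRCA1-firefly luciferase reporter (2000 cells/well, phenol-red free MEM) were attached for 2 h at 37 °C, then given compounds for 48 h. Luminescence was read 15 min after luciferase reagent; activity normalized to genistein (10 microM) and DMSO.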
MLL CXXC-DNA inh – MLL CXXC-DNA interaction inhibition. Q03164. MLL-CXXC / FITC-HOXA9 DNA fluorescence polarization. Potency, µM (series often up to 115 µM), without a hit: at the highest dose activity change, negative = inhibition, actives largely listed as inhibitors. 290,000 compounds, 0.037% hits. AID 2662; active = well fitted inhibition curve with a large enough effect in the polarisation, with a control signal flat, not every such curve was filed as active; inconclusive = small, poorly fitted or top-dose-only effect, or effect the other way, or a change in a side signal; inactive = no such curve, though single readings can be large or run the other way; the % refers to the polarisation; also: potency is read from the fitted curve at half-maximal effect
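Steps: dispense CXXC domain solution (7 uM) → pin compounds or unlabeled HOX-A9 DNA control → 5 min ambient → add FLSN-HOX-A9 solution (50 nM) → spin → 30 min ambient → fluorescence polarization. Tris pH 7.5/NaCl/DTT/BSA buffer.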
* marks the source's active call; other numbers are inactive results; ? = inconclusive; . = not tested or not shown; [ ] = another dose, or the depositor's remark. Unless noted, calls follow the shape of the dose curve; as a rule, active = well fitted curve in the direction sought with a large enough effect; inconclusive = small, poorly fitted or top-dose-only effect, or another doubt; inactive = no such curve, though single readings can be large; an effect the other way counts as inactive or inconclusive.

| smiles | TCR activator | B2AR arrestin | TRPV1 agonist | A-T KAP1 phos | p53 reactivation | ELG1 repair inh | PTAP TSG101 blk | a7 integrin act | BRCA1 expr act | MLL CXXC-DNA inh |
| --- | --- | --- | --- | --- | --- | --- | --- | --- | --- | --- |
| CC(C(=O)O)n1c(-c2ccn[nH]2)n[nH]c1=S (configuration not stated) | 7% | 1.0% | 8 | 2% | -1% | -4% | -2% | -23% | -12% | 4% |
| O=C1CSC(c2cccc(F)c2)N1c1c(F)cccc1F (configuration not stated) | 0% | 0.2% | 2 | 1% | -4% | -3% | -7% | -29% | 1% | -3% |
| CC1CCC(NC(=O)CSc2nnc(-c3cccnc3)o2)CC1 (configuration not stated) | 2% | 0.2% | 0 | -2% | -3% | 10% | 0% | 22% | -4% | . |
| NC(=O)Nc1cc(Cl)ccc1Cl | -2% | -1.1% | 1 | 9% | -4% | 0% | 0% | -4% | -17% | -16% |
| CSCCC(NC(=O)c1cccc(C)c1)C(=O)O (configuration not stated) | -44% | -0.2% | 0 | 17% | 8% | ? | -4% | ? | -7% | -3% |
| CCOc1cc(/C=N/n2c(C)nc3sc(C)c(C)c3c2=O)ccc1O | -3% | 0.4% | -1 | 1% | 4% | 12% | -5% | 1% | 9% | -5% |
| CC(C)C(=O)NC(NC(=S)NC1CCS(=O)(=O)C1)C(Cl)(Cl)Cl (configuration not stated) | -3%[46.1 µM] | 0.2% | -4 | 3% | -10% | 6% | -5% | -12% | 3% | -1% |
| O=[N+]([O-])c1ccccc1/C=N/N1CCN(c2ccncc2S(=O)(=O)N2CCCCC2)CC1 | -1%[46.1 µM] | 6.7% | 1 | -4% | 14% | ? | -6% | -32% | -43% | -3% |
| CCOc1ccc(NC(=S)Nc2ccccc2C2(C)CC2)cc1 | 11% | 0.0% | -3 | 3% | -2% | ? | -3% | -5% | -7% | ? |
| Cc1cc(Cl)c2oc(C(=O)NC(C)c3ccncn3)c(C)c2c1 (configuration not stated) | -9% | 0.4% | ? | 5% | 2% | 25% | -10% | ? | 0% | 12% |
| CC(C)c1ccc(/C=C2\NC(=O)NC2=O)cc1 | -3% | -0.4% | 15 | -2% | . | ? | -4% | -7% | 62% | 2% |
| CCOC(=O)c1cc2occc2n1CC(=O)NC1CCC(C)CC1 (configuration not stated) | -3% | 3.7% | 5 | -1% | 4% | 0% | -1% | -4% | 16% | -2% |
| Cc1cccc(NC(=S)N(Cc2cccs2)Cc2cc3cc(C)ccc3[nH]c2=O)c1 | 8%[46.1 µM] | -1.4% | -2 | 0% | -7% | ? | -1% | -6% | -19% | 9% |
| Cc1nnc(SCC(=O)N2CCc3ccccc3C2)n1-c1ccccc1 | -7%[46.1 µM] | -0.4% | -3 | 4% | -11% | 0% | 0% | ? | -13% | -1% |
| CN(C(=O)Cn1cc(C(F)(F)F)cc(Cl)c1=O)C1CCS(=O)(=O)C1 (configuration not stated) | 7% | -0.1% | -2 | -2% | 0% | 10% | -2% | -5% | -8% | . |
| O=S(=O)(N1CCCCC1)N1CCN(c2ccccc2F)CC1 | . | 0.1% | 23 | 6% | 0% | -5% | -3% | 7% | 15% | -4% |
| COc1ccc(NC(=O)CSc2ncc(-c3ccc(F)cc3)n2Cc2ccco2)cc1 | 12%[46.1 µM] | 2.5% | ? | -3% | -7% | ? | 0% | -19% | -22% | 4% |
| COCCN(C(=O)CCc1nnc(Cc2c[nH]c3ccccc23)o1)C(C)C | -1% | -0.6% | 1 | 4% | . | 6% | -4% | -51%[inhibitor] | -15% | 8% |
| Cc1cc(N2C(=O)C(O)=C(C(=O)c3ccc(C)o3)C2c2cccs2)no1 (configuration not stated) | 3% | -0.2% | 0 | -5% | -4% | -7% | -2% | -37%[inhibitor] | -20% | 8% |
| COc1ccccc1NS(=O)(=O)c1ccc(C(=O)N2CCCCCC2)cc1 | 1% | 0.4% | . | 4% | -8% | ? | 1% | 12% | -22% | . |
| Cc1cc(C(=O)N2CCN(c3ccc(C(F)(F)F)cn3)CC2)c(C)o1 | 3% | 0.3% | 12 | -3% | -3% | ? | -3% | ? | 0% | -2% |
| Cc1nn(-c2ncc(C(F)(F)F)cc2Cl)c(=O)n1-c1cccc(F)c1 | -14% | 0.2% | -5 | -3% | 0% | -18% | -1% | -16% | 14% | -1% |
| CCOC(=O)COc1ccc(Br)cc1/C=C1\SC(N)=NC1=O | . | 0.0% | -9 | 11% | 1% | 5% | -14% | -12% | 25% | -4% |
| CCOC(=O)Cn1c(=NC(=O)CSC(C)=O)sc2ccccc21 | 0% | -0.1% | 26 | -2% | -8% | -14% | -5% | -3% | -32% | 3% |
| Cc1ccc(C(=O)N/N=C\C=C\c2ccccc2[N+](=O)[O-])cn1 | 12% | 0.0% | 2 | -2% | 9% | 1% | -14% | -23% | -27% | -1% |
| COc1cc(NC(=O)c2cc(Cl)ccc2Cl)ccc1-c1cc2ccccc2oc1=O | . | 0.3% | -2 | -1% | 6% | ? | . | -12% | -13% | 38%[activator] |
| O=C(CSc1ncnc2c1cnn2CCc1ccccc1)Nc1ccc(F)cc1 | . | 0.0% | 29 | 7% | -10% | -21% | . | . | . | 12% |
| O=C(CSc1ncccn1)NN=C1CCCCCCC1 | -26% | -1.7% | -3 | 2% | 2% | 1% | -1% | -18% | -12% | 9% |
| O=C(NCCC1=CCCCC1)C1CCN(S(=O)(=O)c2cnc[nH]2)CC1 | 2% | -0.2% | 1 | -2% | -11% | 13% | -6% | 14% | 15% | 2% |
| Cc1ccc(CN2CC34C=CC(O3)C(C(=O)NCc3ccco3)C4C2=O)cc1 (configuration not stated) | -4% | -0.7% | 0 | -2% | 11% | 0% | -9% | -15% | -5% | -3% |
| Cc1cccc(N(CC(=O)NC(C)C)C(=O)CCC(=O)Nc2ccccn2)c1 | -1% | -0.2% | 2 | -2% | 0% | 7% | -2% | ? | 0% | 2% |
| COc1cc(C)c(N(C(C)=O)c2ccccc2)c(C)c1 | 5% | -0.4% | 3 | 6% | -5% | ? | -6% | 1% | -25% | -1% |
| c1ccc(-n2nnc(-c3nccs3)n2)cc1 | 0% | . | . | . | . | . | -8% | 10% | 2.8µM* | . |
| C/C(CC(=O)Nc1ccc(Cl)cc1C(F)(F)F)=N\NC(=O)c1cccs1 | 4% | -0.2% | 10 | -6% | ? | 0% | -1% | -8% | 16% | -10% |
| COc1ccc(C(=O)NC2CC2)cc1OC1CCN(Cc2ccccc2F)CC1 | -1% | -0.9% | 8 | 2% | 0% | 1% | 1% | 22% | -8% | -10% |
| CSc1ccccc1NC(=O)CN1CC(C)OC(C)C1 (configuration not stated) | 0% | 0.2% | 0 | -1% | 7% | ? | 2% | 22% | -4% | 6% |
| CC(=O)CC(C)(C)S(=O)(=O)c1ccc(Oc2ccc(S(=O)(=O)C(C)(C)CC(C)=O)cc2)cc1 | -4%[46.1 µM] | -0.7% | 2 | 1% | -8% | 1% | -1% | -17% | 9% | 10% |
| CCOC(=O)c1c(-c2ccccc2)oc2ccc(O)c(CN3CCCC3)c12 | -4% | -0.2% | 5 | 1% | -8% | 0% | -6% | -68%[inhibitor] | 12%[1.84 µM] | 3% |
| O=C(C=Cc1ccc(Cl)s1)c1ccc(Cl)s1 | 7% | . | . | . | . | . | -4% | 19% | 79% | . |
| COc1ccccc1N1CCN(C(=O)C2CCN(S(=O)(=O)c3ccc4c(c3)CC(C)N4C(=O)C3CC3)CC2)CC1 (configuration not stated) | 0% | -0.8% | 1 | -3% | -14% | ? | -5% | 1% | -51% | 4% |
| CCc1nc2ccccc2c(=O)n1/N=C/c1ccc(OC)cc1 | 7% | . | . | . | . | . | 1% | -5% | -4% | . |
| CN(C)S(=O)(=O)c1cccc(NC(=O)c2cc(-c3cccs3)nn2-c2cccc(Cl)c2)c1 | 0%[46.1 µM] | -0.3% | 1 | 7% | 3% | 12µM* | -1% | -6% | -64% | 6% |
| Cc1cccc(C)c1NC(=O)CSc1ncnc2nc[nH]c12 | 2% | -0.9% | -1 | -4% | 2% | -3% | -9% | -13% | 0% | -3% |
| CC(=O)Nc1nn(C)c2nc(C)cc(C)c12 | 4% | -0.3% | -4 | -2% | -4% | 15% | 2% | -8% | -3% | -5% |
| Cc1cc(-n2nc(C)cc2C)nc(NS(=O)(=O)c2ccccc2)n1 | -1% | 0.2% | -2 | 6% | -1% | -2% | -6% | -7%[1.53 µM] | -13% | -12% |
| COc1cc(C(=O)Nc2ccc(OCC(=O)N3CCOCC3)cc2C)cc(OC)c1OC | 4% | -0.7% | -2 | 4% | 2% | 13% | 2% | -3% | 1% | 7% |
| O=C(O)c1cccc(CN2C(=O)c3ccccc3C2=O)c1 | 6% | -0.6% | -1 | 2% | 6% | -1% | -9% | 0% | -2% | ? |
| O=S(=O)(NCC(c1ccc2c(c1)OCO2)N1CCOCC1)c1ccccc1 (configuration not stated) | -4% | -0.2% | 2 | 2% | 5% | 11% | 1% | 27% | 22% | . |

Outcome played no part in choosing rows (roughly 3.8% active in at least one column).
